# Screening data as filed in PubChem BioAssay.
# aSyn UTR inh = 5' untranslated region of α-synuclein, MLPCN primary screen. alpha-synuclein 5'UTR reporter, inhibitor activity. inhibition, % (tested at 7.5 µM). 300,000 compounds, 0.82% hits; in the data active means inhibition above about 60%; inconclusive means no clear call, values can overlap the other calls;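 further: H4 neuroglioblastoma cells stably carrying SNCA 5'UTR luciferase fusion; 0% = DMSO wells and 100% = positive control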
# IEC-6 cytotox = counter-screen for KLF5 inhibitors: cytotoxicity in IEC-6 cells; IEC-6 cytotoxicity, luminescence viability; inhibition, % at 5 µM; 290,000 compounds, 0.78% hits; AID 1825; in the data active means inhibition above about 22%;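 further: 0% = plate median of test compound wells and 100% = cytotoxic reference compound wells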
# TRPC6 inh = blocks the mouse TRPC6 cation channel | Q61143 | HEK293-TRPC6, membrane potential dye, ACh-evoked depolarization; active compounds read low | 310,000 compounds, 1.1% hits | B-score at 10 µM;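 active means B-score under library mean minus 3 SD, initial fluorescence not abnormally high, positive integrated signal ratio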;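 further: B-score derived from integrated fluorescence ratio over the kinetic read; more negative B-score means stronger inhibition of depolarization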
# HIF act = HIF pathway transcriptional activation | U2OS HRE-luciferase reporter, luminescence; normalized: DMSO 0%, desferrioxamine 100% | activation, % at 7.5 µM (by protocol) | 300,000 compounds, 0.32% hits | AID 1910;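 active means mean activation of at least 10% of the iron chelator positive control signal, with at least half of replicates also reaching 10%; inconclusive means mean and replicate majority disagree about reaching 10%; inactive means mean and most replicates under 10%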
# SKKanGAS inh = inhibitors of SKKanGAS S. pyogenes growth in kanamycin (SK-promoter or general growth effect); BacTiter-Glo, 6 h; inhibition, % at 7.5 µM; 300,000 compounds, 1.3% hits; AID 1662;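 active means mean replicate score, as percent of positive control median, at least 50; inconclusive means mean below 50 but one replicate at or above 50; inactive means mean and every replicate below 50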;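 further: strain carries kanamycin resistance gene driven by streptokinase promoter and grows in 40 µg/ml kanamycin; loss of luminescence reflects streptokinase promoter inhibition or plain growth inhibition; 0% = median of DMSO wells and 100% = positive control at its reference dose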
# TRPC4 agonist = opens the mouse TRPC4 cation channel. 310,000 compounds, 0.49% hits. HEK293 TRPC4beta/mu-opioid, Fluo4 calcium fluorescence; active compounds read high. B-score at 10 µM. Q9QUQ5;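 active means B-score above 5 SD of library B-scores, and initial fluorescence ratio not above library mean plus 5 SD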;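 further: positive B-score marks a calcium rise read as TRPC4 activation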
# Target sequence (Q9QUQ5 whole entry, looked up): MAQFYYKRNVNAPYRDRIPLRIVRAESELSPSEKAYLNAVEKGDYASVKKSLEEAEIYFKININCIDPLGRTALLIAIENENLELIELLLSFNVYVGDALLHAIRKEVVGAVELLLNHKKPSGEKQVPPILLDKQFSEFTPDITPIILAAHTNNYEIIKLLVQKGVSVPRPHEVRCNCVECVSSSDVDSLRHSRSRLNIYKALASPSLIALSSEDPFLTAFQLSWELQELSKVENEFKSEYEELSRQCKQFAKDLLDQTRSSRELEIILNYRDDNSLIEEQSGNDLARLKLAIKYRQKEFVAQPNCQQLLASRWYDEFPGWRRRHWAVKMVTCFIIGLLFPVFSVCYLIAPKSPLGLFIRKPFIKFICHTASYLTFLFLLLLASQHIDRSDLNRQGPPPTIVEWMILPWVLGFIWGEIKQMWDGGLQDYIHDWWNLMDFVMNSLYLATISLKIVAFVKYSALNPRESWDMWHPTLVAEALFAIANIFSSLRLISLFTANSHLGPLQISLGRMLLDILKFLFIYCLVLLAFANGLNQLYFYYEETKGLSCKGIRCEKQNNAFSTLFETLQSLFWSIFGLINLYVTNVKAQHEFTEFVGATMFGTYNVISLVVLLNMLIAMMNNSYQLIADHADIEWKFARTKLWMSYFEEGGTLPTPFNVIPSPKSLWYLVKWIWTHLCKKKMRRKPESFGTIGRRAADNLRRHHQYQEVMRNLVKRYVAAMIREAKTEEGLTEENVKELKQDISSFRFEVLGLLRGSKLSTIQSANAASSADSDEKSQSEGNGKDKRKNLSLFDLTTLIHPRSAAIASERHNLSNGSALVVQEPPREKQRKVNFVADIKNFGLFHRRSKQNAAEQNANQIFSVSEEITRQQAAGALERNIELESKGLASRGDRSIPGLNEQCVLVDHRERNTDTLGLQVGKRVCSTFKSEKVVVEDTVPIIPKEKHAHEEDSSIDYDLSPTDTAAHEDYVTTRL
#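 system = HEK293 cells stably co-expressing mouse TRPC4beta and mu-opioid receptor | schedule = Fluo4 dye loading 45 min at room temperature, 110 s recording | measure = B-scored integrated calcium fluorescence ratio | signal = Fluo4 calcium-sensitive dye fluorescence, kinetic, 1 Hz baseline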
# TRPC4 inh = blocks the mouse TRPC4 cation channel; 300,000 compounds, 0.39% hits; Q9QUQ5; AID 2247; B-score at 10 µM; HEK293 TRPC4beta/mu-opioid, DAMGO-evoked Fluo4 calcium flux; active compounds read low;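 active means B-score over 3 SD under the library average, no early fluorescence shift, positive overall ratio signal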
#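 Assay system: TRPC4beta/mu-opioid receptor HEK293 cell line; compound dosing: single concentration per test compound; detection: Fluo4 Ca2+ flux fluorescence; evaluation: per-well B score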
# MrgX1 antag = antagonists of human MrgX1 receptor; MRGX1-HEK293 calcium flux, Fluo-4, BAM8-22 antagonism; active compounds read low; B-score at 10 µM; 310,000 compounds, 1.3% hits; AID 588676;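 active means calcium-response B-score plate-corrected more than 3 library SD below zero, starting fluorescence within 5 deviations, no agonist response on first addition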;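 further: peak minus trough fluorescence over baseline after final BAM8-22 challenge near maximal dose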
# TRPC4 PAM = allosteric potentiators of mouse TRPC4 channel. HEK293 TRPC4beta/mu-opioid, DAMGO EC20, Fluo-4 Ca2+ flux; active compounds read high. B-score at 10 µM. 310,000 compounds, 0.42% hits;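 active means B-score of calcium response area above 5 SD of library B-scores, with initial fluorescence ratio within 5 SD of library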;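 further: B-score of integrated fluorescence ratio over time as area under calcium response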
# TRPC6 act = mouse TRPC6 channel activation; HEK293-TRPC6 membrane potential dye fluorescence; active compounds read high; B-score at 10 µM; 310,000 compounds, 0.13% hits; AID 2550;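 active means B-score of the integrated fluorescence ratio above library mean plus 3 SD, and starting fluorescence ratio within library mean plus 5 SD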;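 further: higher score means more depolarization so channel activation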
# KLF5 inh = inhibitors of KLF5 expression; 290,000 compounds, 0.23% hits; DLD-1 KLF5 promoter-luciferase reporter, luminescence; inhibition, % at 5 µM;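 active means inhibition above a per-plate limit of that plate's mean compound inhibition plus 3 SD, cut at about 60% in these data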;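 further: 0% = DMSO wells and 100% = LY294002 at 200 µM; higher means less KLF5 promoter-driven luciferase light; inactives centre near -14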
# Active calls of the source: *; i = inactive; ? = inconclusive; . = no result given.
# The line under a structure holds: aSyn UTR inh, IEC-6 cytotox, TRPC6 inh, HIF act, SKKanGAS inh, TRPC4 agonist, TRPC4 inh, MrgX1 antag, TRPC4 PAM, TRPC6 act, KLF5 inh
- CCOC(=O)C1=C(C)NC(C)=C(C(=O)OCC)C1c1ccccc1/C=C/C(=O)OC(C)(C)C
  28, ., i, -0.3, 38, i, i, i, i, i, .
- CCn1c(SCC(=O)Nc2ncc(C(F)(F)F)cc2Cl)nnc1-c1ccccc1
  6, -16, i, -0.2, -2, i, i, i, i, i, 1
- O=C(Nc1ccc(S(=O)(=O)Nc2ccnn2-c2ccccc2)cc1)C(F)(F)F
  2, 3, i, -0.8, 3, i, i, i, i, i, -25
- COCCNC(=O)c1cc(-c2ccncc2)nc2ccc(S(=O)(=O)N3CCOCC3)cc12
  -9, -2, i, -0.6, 16, i, i, i, i, i, -36
- COc1ccc([N+](=O)[O-])cc1NS(=O)(=O)c1ccc(C)cc1
  -8, 0, i, -0.1, 10, i, i, i, i, i, -13
- C=C(C)CSc1nnc(CCNC(=O)OC(C)(C)C)o1
  7, 2, i, 0.0, -4, i, i, i, i, i, -13
- O=[N+]([O-])c1cccc(C2(O)COc3ccccc3O2)c1 (stereo unspecified)
  -2, 0, i, -0.9, 4, i, i, i, i, i, -45
- CC(=O)[C@@H]1[C@@H]2C(=O)N(Cc3ccccc3)C(=O)[C@@H]2C2c3ccccc3C=CN21 (stereo partly specified)
  -5, 2, i, -0.5, 3, i, i, i, i, i, -16
- O=C(Cc1cccs1)Nc1nnc(SCc2ccc(C(F)(F)F)cc2)s1
  0, -2, i, -0.4, 1, i, i, -9.1*, i, i, -5
- CCOC(=O)CN1NC2(CCCC(C)C2)NC1=S (stereo unspecified)
  -14, 9, i, -0.3, 7, i, i, i, i, i, 5
- Oc1ccccc1C1=NN(c2ccccc2)C(c2ccc(F)cc2)C1 (stereo unspecified)
  22, 0, i, 1.3, 11, i, i, i, i, i, -43
- COCC(C)NC(=O)c1nn(Cc2ccccc2)c(=O)c2ccccc12 (stereo unspecified)
  -9, 4, i, -0.3, 3, i, i, i, i, i, -32
- O=C(c1nc2ccc(Cl)cn2c1CN1CCC(O)CC1)N1CCc2ccccc2C1
  7, 0, i, 0.0, 0, i, i, -5.5*, i, i, -11
- Cc1ccc(S(=O)(=O)NCCS(=O)(=O)N2CCN(c3ccccc3)CC2)cc1
  -1, 1, i, -0.7, -11, i, i, i, i, i, -6
- Cc1ccc(NC(=O)CC(NCC2CCCO2)C(=O)O)cc1C (stereo unspecified)
  -5, 1, i, 0.0, 0, i, i, i, i, i, -18
- CCN1CCN(CCC2Oc3cc([N+](=O)[O-])ccc3NC2=O)CC1 (stereo unspecified)
  -1, 7, i, 0.0, 6, i, i, i, i, i, -11
- O=C(CCSc1ccccc1)NC(=O)COC(=O)c1ccc(OC(F)F)cc1
  3, -5, i, -0.2, ., i, i, i, i, i, -7
- Cc1cccc(NC(=O)CCc2c(C)nc3ncnn3c2C)n1
  -5, 3, i, 0.1, 7, i, i, i, i, i, -19
- CCC(=O)Nc1cc(OC)c(NC(=O)c2ccccc2)cc1OC
  3, 2, i, -2.2, 2, i, i, i, i, i, -18
- COC(=O)c1sc(N)c(C(=O)OC)c1COC(=O)CNS(=O)(=O)c1cccc(C#N)c1
  20, 5, i, 0.0, 5, i, i, i, i, i, -35
- C=CCNc1nnc(SC2CC(=O)N(c3ccc(OCCC)cc3)C2=O)s1 (stereo unspecified)
  5, -6, i, -0.4, -7, i, i, i, i, i, -14
- Cn1c(SCC(=O)N2c3ccccc3Sc3ccccc32)nc2ccccc21
  10, 4, i, -0.3, -1, i, i, i, i, i, -5
- O=c1[nH]c(=O)n(-c2ccc(F)cc2)c2c1C(C(F)(F)F)(C(F)(F)F)N=C(c1ccc(F)cc1)N2
  7, 1, i, 0.6, 4, i, i, i, i, i, 12
- N#Cc1cc(N)ccc1Sc1ccc(Cl)cc1
  -13, 3, i, 0.0, 0, i, i, i, i, i, 5
- O=C(CN1CCN(c2nc(-c3ccccc3)cs2)CC1)NNC(=O)c1ccc(Br)cc1
  -1, -1, i, 0.0, 9, i, i, i, i, i, -16
- CCOC(=O)Cn1c(=O)oc2cc(S(=O)(=O)N3CCC(N4CCCCC4)CC3)ccc21
  -12, 1, i, -0.3, -5, i, i, i, 11*, i, -7
- CCCn1nc(NC(=O)C(C)(C)C)c2cc3cc(OC)ccc3nc21
  27, -18, i, 0.2, 1, i, i, i, i, i, -11
- O=C(O)c1ccc2c(=O)n(-c3ccc(F)cc3)c(=S)[nH]c2c1
  -1, -3, i, -0.3, -2, i, i, i, i, i, -12
- COc1ccc(C)cc1NC(=O)NNC(=O)C(C)Oc1ccc(F)cc1Cl (stereo unspecified)
  1, 0, i, -0.5, 0, i, i, i, i, i, -18
- O=C(Cn1c(=O)n(CC(=O)N2CCCCC2)c(=O)c2sccc21)NCc1ccccc1
  -3, 3, i, -0.3, -3, i, i, i, i, i, -18
- CC1CC(=O)Nc2ccccc2N1S(=O)(=O)c1ccc(Br)cc1 (stereo unspecified)
  -1, -6, i, 0.4, 0, i, i, i, i, i, -2
- COc1ccc(N2Cc3ccccc3/C2=N\C(=O)Nc2ccccc2)cc1
  -64, -2, i, 1.4, 7, i, i, i, i, i, -4
- COc1cccc(CN(C(=O)c2cnccn2)C(C(=O)NC2CCCCC2)c2cc(OC)c(OC)c(OC)c2)c1 (stereo unspecified)
  7, -4, i, -0.8, 3, i, i, i, i, i, 4
- Cc1nn(CC(=O)Nc2ccc3c(c2)nc2n3CCN(C3CCCCC3)C2)c(=O)c2ccccc12
  -1, -4, i, -0.2, -6, i, i, i, i, i, 8
- CC1Cc2cc(/C(O)=C3/C(=O)C(=O)N(CCN4CCOCC4)C3c3cccc(Cl)c3)ccc2O1 (stereo unspecified)
  -33, -1, i, 0.4, 1, i, i, i, i, i, 0
- Cc1csc(Nc2ccc(Cl)cc2)[n+]1-c1ccc(Cl)cc1
  -45, 12, i, 1.8, ?, i, i, i, i, i, -12
- Cn1c(CSCc2ccccc2)nnc1SCC(=O)Nc1ccc(C(=O)O)cc1
  -4, 3, i, 0.6, -10, i, i, i, i, i, -7
- CCCC(C)NC(=O)COc1ccc(Sc2ccc(OCC(=O)NC(C)CCC)cc2)cc1 (stereo unspecified)
  31, -9, i, -1.1, 3, i, i, i, i, i, -5
- COc1ccc(-c2ocnc2C(=O)Nc2ccccc2N2CCCCC2)cc1
  -6, -4, i, -0.6, 29, i, i, i, i, i, -13
- O=C(CN1CCCCC1)Nc1ccccc1Cl
  10, 2, i, 0.4, 1, i, i, i, i, i, -30
- Cn1c(SCC(=O)Nc2ccc(N3CCOCC3)c(Cl)c2)nnc1-c1ccccc1
  -7, 3, i, 0.2, -10, i, i, i, i, i, -26
- CC(=O)Nc1ccc(S(=O)(=O)N2C(C)CCCC2C)cc1 (stereo unspecified)
  3, 6, i, -0.4, -4, i, i, i, i, i, -12
- Cc1nc(Cl)c2c(n1)NC(=O)CO2
  9, 4, i, 0.3, -9, i, i, i, i, i, -29
- COc1ccc(/C=N/Nc2nncn2N)cc1Br
  -28, -1, i, -19, 5, i, i, i, i, i, -2
- Cc1cccc(Oc2coc3cc(OC(=O)c4cncc(Br)c4)ccc3c2=O)c1
  -73, 1, i, 0.5, -3, i, i, i, i, i, -35
- COc1ccc(N2C(=O)CC(N(CCc3ccccc3)C(=O)c3ccccc3)C2=O)cc1 (stereo unspecified)
  3, -2, i, -0.1, 8, i, i, i, i, i, -30
- Cc1ccc(NC(=O)C(=O)N2CCCC2)cc1Cl
  -107, 3, i, 1.1, -13, i, i, i, i, i, -108
- CC(=O)Nc1ccc(C(=O)N2CCN(C(=O)c3ccco3)CC2)cc1
  -1, 0, i, -0.3, -11, i, i, i, i, i, -20
- Nc1nc(SCC(=O)OCc2ccccc2)[nH]c(=O)c1NC(=O)c1ccco1
  4, -7, i, 0.0, -1, i, i, i, i, i, -18
- CN(C(=O)c1ccc(Br)o1)C1CCCCC1
  -29, -1, i, 0.8, -1, i, i, i, i, i, -79

# Other structures follow:
# The line under a structure holds: aSyn UTR inh, IEC-6 cytotox, TRPC6 inh, HIF act, SKKanGAS inh, TRPC4 agonist, TRPC4 inh, MrgX1 antag, TRPC4 PAM, TRPC6 act, KLF5 inh
- Cc1ccc(Sc2c([N+](=O)[O-])ncn2C)cc1
  14, 2, i, 0.2, 0, i, i, i, i, i, -20
- Cc1ccc(NC(=O)CCn2cccc2)cc1C
  -9, 4, i, 0.4, -4, i, i, i, i, i, -35
- COc1cccc(C(=O)Nc2cc(NC(=O)c3ccco3)ccc2OC)c1
  -1, -1, i, 0.0, -5, i, i, i, i, i, -5
- CC(=O)c1ccc(N2CCN(CC(=O)NCc3ccccc3)CC2)cc1
  -3, 0, i, -0.6, -2, i, i, i, i, i, -8
- O=C(NCCCO)C(=O)NCc1ccncc1
  10, 1, i, -0.3, 6, i, i, i, i, i, -6
- S=C(NCc1ccccc1)N1CCN(c2ccccc2)CC1
  -9, 0, i, 0.5, 1, i, i, i, i, i, -21
- CCOc1ccc(CNC(=O)NS(=O)(=O)c2ccc(OC)cc2)cc1
  -20, -2, i, 0.0, -7, i, i, i, i, i, -15
- CN(Cc1cnccn1)Cc1cn(Cc2ccccc2)nc1-c1ccc2c(c1)OCO2
  4, -9, i, 0.5, -5, i, i, i, i, i, -15
- CN(C)S(=O)(=O)Oc1ccsc1C(=O)Nc1ccc(C(F)(F)F)cc1
  -9, 12, i, 0.1, 4, i, i, i, i, i, -9
- CCOC(=O)C1CCN(c2c(N(C)Cc3ccco3)c(=O)c2=O)CC1
  18, 0, i, -0.2, 5, i, i, i, i, i, -29
- Cc1ccc(CNC(=O)c2ccc(N(C)S(=O)(=O)c3ccccc3)cc2)cc1
  9, -8, i, 0.1, 6, i, i, i, i, i, 5
- O=S(=O)(c1ccccc1F)N1CCc2ccccc2C1
  24, -2, i, -14, 4, i, i, i, i, i, -20
- CCOC(=O)C1CCN(C(=O)COc2ccc(Br)cc2)CC1
  -10, 4, i, -0.2, -10, i, i, i, i, i, -15
- COc1ccc(OC)c(CN(CCCN2CCOCC2)C(=O)Nc2ccccc2)c1
  -21, 5, i, 0.1, -8, i, i, i, i, i, -8
- O=C(Nc1cccc2cccnc12)c1cccc([N+](=O)[O-])c1
  -60, 3, i, 2.4, -3, i, i, i, i, i, -88
- O=C(NCCc1ccccc1)c1ccccc1C(=O)NCCc1ccccc1
  -113, ., i, 3.6, 14, i, i, i, i, i, .

# Random draw from the library, and some 5.8% of all compounds hit somewhere here.
